SUMO Mot1 rescue: yeast Mot1-301 growth rescue at high temperature, primary screen, SUMOylation pathway inhibitor project, S. cerevisiae, ATP luminescence, 38.5C; S. cerevisiae Mot1-301 growth rescue; percent above DMSO median, 100 means doubled; growth rescue, % at 18.8 µM; actives 1% (n = 320,000); AID 2716, 2010;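 active = every valid replicate shows activation above 250% relative to neutral control wells; inactive = the rest, any valid replicate at or below 250%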;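 also: OY570 slx delta 5 strain wells were the positive control but not used for scaling; some compounds called inactive have numbers as strong as hits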
PKA-R2B act: activators of PKA-R2B holoenzyme, primary screen, biochemical, fluorescence polarization, Cy5-IP20, human; actives 0.079% (n = 340,000); cAMP-dependent protein kinase catalytic subunit beta (Homo sapiens) + cAMP-dependent …; activation, % at 11.4 µM; PKA-R2B holoenzyme dissociation; R2B truncated from residue 108, S112A mutant; 0% DMSO only, 100% 113 µM cGMP;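 active = activation above a cutoff set at the mean over all compounds plus 3 SD, cut at about 18% in these data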;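 also: higher means more holoenzyme dissociation and a rise in polarization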
MITF act: activators of MITF-driven TRPM1 promoter reporter, primary screen, cell-based, SK-MEL-5, luciferase, single point. SK-MEL-5 TRPM1-promoter luciferase, 24 h; % of positive control, neutral wells = 0. actives 0.75% (n = 300,000). activation, % at 12.5 µM;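 active = mean activation of at least 80% with every replicate also reaching 80%; inconclusive = mean reaches 80% but some replicate falls short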;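 also: 0% = neutral control wells and 100% = parthenolide positive control wells; values of inactives mirror those of a sister screen read the other way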
NSD2 HMT inh: NSD2 histone methyltransferase inhibitors, primary screen, biochemical, AlphaScreen, single concentration, set 2; inhibition, % at 12.5 µM; actives 0.54% (n = 310,000); Histone-lysine N-methyltransferase NSD2 (Homo sapiens), O96028; NSD2 peptide methylation, 120 min; in the data active = inhibition above about 50%
DSG3 Ab inh: inhibitors of pemphigus antibody binding to DSG3, primary screen, biochemical, bead-based, flow cytometry, scFv-GFP; Desmoglein-3 (Homo sapiens), P32926; DSG3-coupled beads, scFv-anti-DSG3-GFP binding; active compounds read low; binding (percent of control), % at 10 µM; actives 0.48% (n = 310,000);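 active = binding more than 3 SD below its plate's average and above zero; inconclusive = below that plate limit but binding exactly zero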;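 also: hits lower antibody fragment binding to DSG3; some compounds called inactive have numbers as strong as hits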
PKA-R1A act: activators of PKA-R1A holoenzyme, primary screen, biochemical, fluorescence polarization, Cy5-IP20, bovine R1A, mouse PKAc; cAMP-dependent protein kinase type I-alpha regulatory subunit (Bos taurus) + …; PKA-R1A dissociation; scaled: DMSO 0%, 113 µM cGMP 100%; activation, % at 11.4 µM; actives 0.083% (n = 340,000);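 active = percent activation above the mean of all tested compounds plus 3 SD, cut at about 19% in these data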;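 also: higher means more PKAc released from R1A so a rise in polarization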
CDK5 p35 inh: inhibitors of human CDK5/p35 kinase, primary screen, biochemical, single concentration; inhibition, % at 10 µM; actives 0.01% (n = 330,000); Recombinant CDK5/p35, ADP-Glo luminescence, 60 min; Cyclin-dependent kinase 5 (Homo sapiens) + Cyclin-dependent kinase 5 activator 1 (Homo …;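 active = highest replicate inhibition of at least 50% and at least 75% of replicates reaching 50%; inconclusive = only one of the two criteria met; inactive = both criteria failed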;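 also: plate controls were DMSO neutral control for no effect and GW8510 at 10 µM for full effect; many of its hits are not listed in these tables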
Target sequence (Q00535 whole entry, looked up): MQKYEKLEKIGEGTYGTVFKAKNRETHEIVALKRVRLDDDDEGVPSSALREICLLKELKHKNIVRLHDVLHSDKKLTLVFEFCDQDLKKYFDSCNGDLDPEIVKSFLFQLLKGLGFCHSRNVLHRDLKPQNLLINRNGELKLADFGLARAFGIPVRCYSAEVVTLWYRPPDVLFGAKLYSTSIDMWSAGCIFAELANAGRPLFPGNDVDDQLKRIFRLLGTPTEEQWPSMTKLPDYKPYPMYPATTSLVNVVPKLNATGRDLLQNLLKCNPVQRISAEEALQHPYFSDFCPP
Target sequence (Q15078 whole entry, looked up): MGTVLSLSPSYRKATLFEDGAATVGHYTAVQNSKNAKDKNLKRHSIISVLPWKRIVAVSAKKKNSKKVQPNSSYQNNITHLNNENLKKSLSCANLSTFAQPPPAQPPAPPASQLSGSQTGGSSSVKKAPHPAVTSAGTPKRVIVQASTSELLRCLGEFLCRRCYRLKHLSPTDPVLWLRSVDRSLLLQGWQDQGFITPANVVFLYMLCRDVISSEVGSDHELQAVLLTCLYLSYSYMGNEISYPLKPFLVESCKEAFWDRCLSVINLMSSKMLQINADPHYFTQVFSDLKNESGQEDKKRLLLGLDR
SR-BI DiI inh: inhibitors of SR-BI mediated HDL lipid uptake, primary screen, ldlA[mSR-BI] cells, fluorescence, single point. ldlA[mSR-BI] CHO cells, DiI-HDL uptake fluorescence, 3 h. inhibition, % at 12.5 µM. actives 0.96% (n = 320,000);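 active = mean replicate inhibition of at least 70% and a set share of replicates each scoring 70 or more; inconclusive = meets just one of the two criteria; inactive = fails both criteria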;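 also: 0% = median of neutral control wells and 100% = median of positive control wells; values of inactives mirror those of a sister screen read the other way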
SR-BI uptake up: activators of SR-BI mediated DiI-HDL uptake, primary screen, ldlA[mSR-BI] CHO cells, DiI fluorescence | 3 h; 100 = double the neutral-control signal | activation, % at 12.5 µM | actives 0.096% (n = 320,000) | AID 504775, 2011;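 active = mean replicate activation of at least 60% and every replicate at or above 60%; inconclusive = mean or all-replicate condition met, but not both; inactive = mean below 60% and not all replicates reaching 60%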;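 also: 0% = median plate neutral-control signal and 100% = twice that signal; values of inactives mirror those of a sister screen read the other way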
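Material – SR-BI-overexpressing, LDLR-lacking CHO cells · Medium – BSA-supplemented, HEPES-buffered Ham's F12, pH 7.4 · Doses – single concentration · Times – compound with DiI-HDL co-incubation, 3 h at 37 °C · Measured by – bottom-read fluorescence, 550/595 nm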
dFosB activator: activators of delta FosB homodimer, primary screen, biochemical, fluorescence polarization, TAMRA-CDK5 oligo, single point; Protein FosB (Mus musculus), P13346; purified delta FosB; percent of positive-control signal above neutral wells; activation, % at 25 µM; actives 0.99% (n = 340,000); AID 493131, 2011;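 active = mean activation above about 17%, with every replicate also reaching it, limit read from the data, passing the limit was not always enough; inconclusive = only one of the two conditions met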;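 also: fluorescence polarization rise as delta FosB binds a TAMRA Cdk5 AP-1 oligo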
Target sequence (P13346 whole entry, looked up): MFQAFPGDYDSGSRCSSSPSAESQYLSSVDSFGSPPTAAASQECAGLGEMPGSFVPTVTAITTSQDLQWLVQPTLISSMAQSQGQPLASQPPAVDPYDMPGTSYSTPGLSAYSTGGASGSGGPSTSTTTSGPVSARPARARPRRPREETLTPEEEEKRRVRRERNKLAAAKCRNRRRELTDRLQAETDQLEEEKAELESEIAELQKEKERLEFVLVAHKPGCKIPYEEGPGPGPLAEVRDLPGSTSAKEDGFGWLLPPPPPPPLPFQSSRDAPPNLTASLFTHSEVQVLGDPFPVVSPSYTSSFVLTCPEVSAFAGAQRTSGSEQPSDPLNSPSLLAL
Arrestin-AP2 inh: inhibitors of beta-arrestin/AP2 binding, primary screen, biochemical, GPCR trafficking, flow cytometry | inhibition, % at 10 µM | actives 0.31% (n = 340,000) | beta-arrestin 1 C-terminal peptide binding to AP2 beta2-adaptin appendage (human) | FITC-arrestin peptide / GST-AP2 beads; AP2 beta2 appendage carries R879A mutation;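 active = inhibition above a set limit, near 3 SD of compounds lacking own fluorescence, cut at about 54% in these data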;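 also: plate controls were DMSO wells for no effect and 5 µM unlabelled arrestin peptide for full effect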
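Material – GST-tagged AP2 beta2-adaptin appendage (R879A) on 4 µm glutathione beads · Probe or stimulus – fluorescein-tagged arrestin peptide at 50 nM final · Timing – 12 min plus 1 h, RT · Detection – bead flow cytometry, FITC channel · Read-out basis – inhibition as reduced fluorescein signal on beads, percent · Medium – PBS plus Tween 20 (0.05%) and BSA (0.1%)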
Starred values were filed as active, the others as inactive; ? = inconclusive; · = not tested or not shown.

dFosB activator	DSG3 Ab inh	MITF act	SR-BI uptake up	PKA-R2B act	SR-BI DiI inh	SUMO Mot1 rescue	PKA-R1A act	CDK5 p35 inh	Arrestin-AP2 inh	NSD2 HMT inh	Structure
-2	75	-1	24	0	-24	12	-6	-1.5	5	-3	Oc1ccccc1/C=N/n1cnn(Cc2ccccc2Cl)c1=S
-4	·	-4	11	1	-11	-6	-1	0.1	-2	2	N#Cc1ccc(Sc2ccccn2)c([N+](=O)[O-])c1
-20	101	1	-3	8	3	-17	-5	-0.6	1	3	CCOc1ccc(N(C(=O)CNS(=O)(=O)c2ccccc2)C(CC)C(=O)NCc2ccco2)cc1 (centres undefined)
3	·	14	7	0	-7	141	-13	1.7	-13	-6	CCS(=O)(=O)N1CCN=C1SCc1ccc(F)cc1
-1	103	-3	10	10	-10	123	12	0.9	1	0	Cc1cccc(NC(=O)c2c(C)cc(=O)oc2C)n1
-12	101	·	12	7	-12	-4	-13	0.1	19	1	Cc1cc(=O)oc2c(CN3CCN(CCO)CC3)c(O)ccc12
-10	101	-10	26	-1	-26	446	5	0.9	-5	-3	O=C1Nc2ccccc2C12OC1CCCCC1O2 (centres undefined)
-6	85	-4	0	-1	0	·	1	-2.9	-5	8	CCOC(=O)N1CCC(Nc2c(NCCCN3CCN(c4ccc(OC)cc4)CC3)c(=O)c2=O)CC1
0	109	7	30	0	-30	-11	-4	1.4	17	-1	CCCCn1c(N)c(N(CC(C)C)C(=O)c2ccco2)c(=O)[nH]c1=O
-7	110	5	-5	-14	5	33	-10	-7.3	2	-6	O=C(COc1ccc2c(c1)CCC2)NCc1ccc(Cl)cc1
0	128	·	24	-2	-24	31	9	1.1	19	0	Cc1c(C(c2ccccc2Br)c2c(C)n(C)n(-c3ccccc3)c2=O)c(=O)n(-c2ccccc2)n1C
-3	91	76	12	-4	-12	-9	-12	0.9	12	-2	Cc1cccc(Cc2nnc(CCC(=O)N(C)CCc3ccccc3)o2)c1
2	115	-23	8	-7	-8	17	-11	-1.0	-1	0	CSCC[C@H](NC(=O)CCNC(C)=O)c1nc2ccccc2[nH]1
0	99	4	34	-1	-34	489	-4	-0.5	-6	-4	CN(C)CCNC(=O)/C=C/c1cn(-c2ccccc2)nc1-c1cc2ccccc2oc1=O
-5	101	1	13	-7	-13	2	-7	0.4	-4	·	OCC[C@@H]1C[C@H](O)[C@@H](O)[C@]2(CCCCO2)O1
-15	·	-2	1	1	-1	484	-13	0.0	-13	6	Cc1cc(-c2ccc(C)c(S(=O)(=O)NCCN3CCC(C)CC3)c2)on1
-6	100	10	23	-3	-23	-19	-5	0.0	-7	2	COC(=O)[C@H](CC(C)C)NC(=O)NC1CCCCC1C (some centres undefined)
-7	·	·	14	-1	-14	10	4	-1.7	5	-4	CC(NC(=O)C1C2C=CC(C2)C1C(=O)O)c1ccccc1 (centres undefined)
-5	105	·	-7	-2	7	8	-7	-1.3	3	-2	Fc1ccc(C2C3=C(Nc4ncnn42)c2ccccc2OC3c2ccncc2)cc1 (centres undefined)
2	105	62	-25	-9	25	5	-7	0.9	10	·	O=C(Nc1ccccc1)C1=C[C@@H](c2ccc(C(F)(F)F)cc2)C[C@@H](OCCCCO)O1
-2	96	-8	-62	1	62	8	6	1.0	-1	-1	COc1ccc(-c2cc(C(F)(F)F)c3c(N)c(C(=O)NCCSC)sc3n2)cc1
-5	112	7	-19	-9	19	-9	-3	-1.0	0	7	Cn1c(CS/C(N)=N/N=C/c2ccccc2)c(Br)c(=O)n1-c1ccccc1
-2	98	11	6	-5	-6	-16	-5	-0.4	20	-4	C=CCCCCCCCCc1nc(SCC(=O)O)n[nH]1
-4	101	-6	29	2	-29	12	3	1.8	0	18	COc1cccc(C2C(C(=O)c3sc(C)nc3C)=C(O)C(=O)N2CCN2CCOCC2)c1 (centres undefined)
-35	104	6	-3	-16	3	8	-13	-1.3	18	1	COc1ccc2cc3cc(C(=O)N4CCN(Cc5ccc6c(c5)OCO6)CC4)oc3nc2c1
-14	103	13	14	0	-14	16	-2	-1.0	17	0	CN1CCN(NC(=O)c2cn(-c3ccccc3)nc2-c2cccc(Br)c2)CC1
0	99	·	11	-8	-11	-7	5	0.7	-1	6	CCOC1(C(F)(F)F)NC(=O)N(Cc2ccc(OC)cc2)C1=O (centres undefined)
-10	113	-28	19	-7	-19	-3	-1	-0.3	2	1	CCCCOc1ccccc1C1CC(=O)NC2=C1C(=O)CCC2 (centres undefined)
-7	104	9	7	-3	-7	-9	-7	-0.8	15	13	Cc1ccc(N(Cc2ccccc2)C(=O)c2cccc(S(=O)(=O)N3CC(C)OC(C)C3)c2)cc1 (centres undefined)
-14	103	-10	4	7	-4	·	6	-4.9	16	20	Cc1ccc2c(Cl)c(C)c(N3CCOCC3)nc2n1
3	97	6	-10	12	10	-23	-3	-1.7	21	-1	COc1ccc(C(O)Cc2nc3ccccc3n2C)cc1OC (centres undefined)
5	106	-3	35	4	-35	88	6	0.4	10	7	CC(=O)N[C@@H](Cc1c[nH]c2ccccc12)C(=O)NC1CC1
-4	99	7	-3	-7	3	-3	-9	-0.3	13	-3	Cc1cc(N2CCN(S(=O)(=O)c3ccc4ccccc4c3)CC2)n2ncnc2n1
3	125	-4	-7	-5	7	311	7	0.8	-2	2	Cc1nc2nc(-c3ccccc3)cc(=O)n2[nH]1
-2	109	-15	-15	8	15	361	1	-1.0	-2	2	COC(=O)c1cnc(NNC(=O)c2ccc([N+](=O)[O-])cc2)nc1C(F)(F)F
-8	·	4	-27	-2	27	67	14	-3.1	-8	-4	CCOc1ccc(NC(=O)CCN2C(=O)CSc3ccccc32)cc1
-4	100	-69	·	-13	·	·	-7	-1.5	-3	-1	CC1(C)Cc2c(c(N3CCOCC3)nc3sc4c(NCCN)ncnc4c23)CO1
-10	100	6	-24	0	24	8	-4	-0.1	17	-9	O=C(Nc1cccc(F)c1)c1cccnc1NCCc1ccccc1
-3	99	-2	6	1	-6	240	-9	-0.7	4	-3	Cc1ccc(C)c(-n2c(SCC(=O)NC(C(=O)O)C(C)C)nnc2-c2cccc(Cl)c2)c1 (centres undefined)
-3	91	2	-12	0	12	3	-16	-1.7	2	-3	Cc1ccccc1Nc1cc(C(=O)NCc2ccco2)c2ccccc2n1
-10	·	7	-20	9	20	-23	3	-1.6	0	-2	C1=C(c2ccccc2)Nc2ccccc2N=C1c1ccccc1
-9	·	?	-17	-6	17	-13	-9	-0.7	19	5	C/C(=C\C(=O)Nc1nccs1)c1ccccc1
-2	106	12	47	0	-47	-18	-7	-6.8	-6	0	N=c1c2c3c(sc2ncn1Cc1ccccc1)CCCC3
-9	104	1	2	-4	-2	20	-9	1.1	-1	-1	COc1ccc(S(=O)(=O)N2CCC(C(=O)N[C@@H](C)C(=O)N3CCCCCC3)CC2)cc1
-5	109	·	-33	-12	33	·	-7	0.0	-11	-1	CCOC(=O)c1oc2nc(C(C)C)c3c(c2c1N)CCC3
2	94	-1	15	-17	-15	6	6	-0.2	12	-3	CCCCNS(=O)(=O)c1ccc2nc(-c3cccnc3)cc(C(=O)NCC(OC)OC)c2c1
2	102	-6	9	-1	-9	7	-5	3.7	12	13	S=C(Nc1ccc(Cl)cc1)Nc1cccc2cnccc12
1	108	5	1	5	-1	5	-18	-6.6	7	·	O=C(Nc1nnc(S(=O)(=O)N2CCCC2)s1)c1cccc([N+](=O)[O-])c1
-6	111	-2	0	-6	0	-7	0	1.2	20	1	Cc1ccccc1CN(C)CC(=O)Nc1c(C)cccc1C(C)C
-6	101	-22	-29	-4	29	3	3	-0.6	-5	-1	C=CCn1c(COc2ccc(CC)cc2)nnc1SC/C(O)=C(\C#N)c1nc2ccccc2[nH]1
2	102	-1	-7	-6	7	-6	-6	-0.2	20	-1	Cc1nn(-c2ccccc2)c(Cl)c1C(=O)NCC1CCCO1 (centres undefined)
0	73	-8	·	0	·	5	2	-1.4	4	·	CCc1c(C)nc(SCC(=O)Nc2ccc(Br)cc2)[nH]c1=O
1	·	-2	22	-16	-22	398	1	-0.5	2	-1	O=C(CC1c2ccccc2Oc2ccccc21)Nc1ccccc1C(F)(F)F
-1	102	5	4	6	-4	-15	-10	-4.1	-14	2	NS(=O)(=O)c1ccc(NC(=O)/C(=C/c2ccncc2)NC(=O)c2ccccc2)cc1
-7	104	-8	-13	15	13	-8	5	-0.7	-7	·	Cc1ccc(S(=O)(=O)N2CCN(C(=O)CSc3nc4ccccc4o3)C2)cc1
-12	104	·	10	5	-10	-21	-3	-1.2	5	1	CCOCCOC(=O)C1=C(C)N(C)C(=O)NC1c1ccccc1F (centres undefined)
-5	100	4	-2	-9	2	-30	3	0.7	6	4	COC(=O)c1scc(C)c1NC(=O)C1CCCCC1
-3	105	9	4	8	-4	112	-10	-0.1	3	1	O=c1c(-c2ccc(F)cc2)[n+]([O-])c2ccccc2n1OCc1ccccn1

Screening data from PubChem BioAssay.
